PDI turbidity: inhibitors of human PDI, primary screen, biochemical, turbidity, single point, plate reader; inhibition, % at 10 µM; AID 588391, 2011; PDI insulin aggregation turbidity, A650, 90 min; Protein disulfide-isomerase (Homo sapiens), P07237; 350,000 compounds, 0.052% hits;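 active = mean inhibition across replicates of 30% or more, whatever share of single replicates reach that level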;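 also: absorbance from insulin aggregation driven by PDI reduction with DTT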
Target sequence (P07237 whole entry, looked up): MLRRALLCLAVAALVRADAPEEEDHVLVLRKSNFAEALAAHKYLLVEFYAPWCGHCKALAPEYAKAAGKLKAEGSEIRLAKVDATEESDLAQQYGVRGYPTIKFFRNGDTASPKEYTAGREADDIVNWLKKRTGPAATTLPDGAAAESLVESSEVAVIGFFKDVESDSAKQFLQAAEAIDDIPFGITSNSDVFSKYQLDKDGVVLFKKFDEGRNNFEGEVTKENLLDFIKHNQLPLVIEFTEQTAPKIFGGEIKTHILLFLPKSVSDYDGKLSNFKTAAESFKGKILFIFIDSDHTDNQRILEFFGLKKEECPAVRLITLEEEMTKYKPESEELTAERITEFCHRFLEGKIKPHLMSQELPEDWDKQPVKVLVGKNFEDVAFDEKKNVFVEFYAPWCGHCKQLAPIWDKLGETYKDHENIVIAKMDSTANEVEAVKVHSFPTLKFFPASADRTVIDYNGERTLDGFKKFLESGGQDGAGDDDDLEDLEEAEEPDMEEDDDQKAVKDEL
NR2E3 ag-1: inhibitors of NR2E3-RetCOR corepressor binding, primary screen, NR2E3 agonist project, biochemical, TR-FRET, GST-NR2E3, biotin-RetCOR. Photoreceptor-specific nuclear receptor (Homo sapiens), Q9Y5X4. 1536-well. inhibition of corepressor binding, % at 4.78 µM. 320,000 compounds, 0.12% hits. AID 2300, 2010;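 active = percent inhibition above the cutoff of mean plus 3 SD of all tested compounds, set per screening campaign, cut at about 20% in these data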;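 also: 0% = DMSO wells and 100% = biotin wells as full block of FRET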
Target sequence (Q9Y5X4 whole entry, looked up): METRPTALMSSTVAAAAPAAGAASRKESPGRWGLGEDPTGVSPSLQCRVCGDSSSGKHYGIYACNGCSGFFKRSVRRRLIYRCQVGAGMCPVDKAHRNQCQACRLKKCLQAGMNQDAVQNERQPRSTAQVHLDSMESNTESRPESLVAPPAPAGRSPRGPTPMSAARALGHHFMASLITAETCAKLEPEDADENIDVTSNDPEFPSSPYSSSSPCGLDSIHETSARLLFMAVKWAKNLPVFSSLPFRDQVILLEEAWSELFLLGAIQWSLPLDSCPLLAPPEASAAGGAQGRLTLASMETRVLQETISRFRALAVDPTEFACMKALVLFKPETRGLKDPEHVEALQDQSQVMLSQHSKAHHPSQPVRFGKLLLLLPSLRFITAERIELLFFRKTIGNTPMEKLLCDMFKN
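Material – GST-tagged NR2E3 plus biotinylated RetCOR corepressor · Quantity – NR2E3 fusion 1.35 nM · Times – 5 h incubation at 4 °C · Medium – pH 7.5 Tris-based buffer · Technique – TR-FRET, Eu(K)-anti-GST donor, streptavidin-D2 acceptor, ex 340, em 617/671 nm · Benchmarks – high control biotin, low control 0.6% DMSO · Format – 1536-well plates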
HIF-2a block: HIF-2a reporter inhibitors, primary screen, luminescence, 786-0 RCC cells; 786-0 RCC cells HIF-2a reporter, luciferase luminescence, overnight; inhibition, % at 18.8 µM; 360,000 compounds, 0.72% hits; AID 624352, 2012;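 active = inhibition of the luminescence signal of 40% or more relative to plate controls, in a single-dose primary screen at 18.75 µM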
Shn3 inh set2: reduction of Shn3 3'UTR firefly luciferase signal, primary screen, Schnurri-3 inhibitor project, cell-based, Clone20 osteoblasts, set 2; Clone20 osteoblast Shn3 3'UTR firefly luciferase, 24 h; inhibition, % at 12.5 µM; 360,000 compounds, 0.52% hits;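 active = mean inhibition of at least 75% with every replicate also reaching 75%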;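 also: 0% = median of neutral control wells and 100% = pilot-screen positive control compound; some compounds past the cut are filed as inactive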
Vif imaging: HIV Vif self-association inhibitors, primary screen, imaging, HEK293T, single point. HEK293T cells, Vif self-association by quenched fluorescence, 24 h. inhibition, % at 7.49 µM. 340,000 compounds, 0.35% hits; in the data active = inhibition above about 50%, passing the limit was not always enough; also: some results filed as inactive read as strong as hits
MITF TRPM1 inh: inhibitors of MITF-dependent TRPM1 promoter reporter, primary screen, cell-based, SK-MEL-5, single point, luciferase | SK-MEL-5 TRPM1 promoter luciferase, 24 h | inhibition, % at 12.5 µM | 330,000 compounds, 0.83% hits | AID 488899, 2010;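 active = mean inhibition across replicates of 60% or more, whatever share of single replicates reaches that level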; also: values of inactives mirror those of a sister screen read the other way
CF NFkB block: inhibitors of PAF-induced NF-kB signaling, primary screen, cell-based, GFP fluorescence, uHTS; KKLEB NF-kB-GFP reporter, GFP fluorescence overnight; inhibition, % at 5 µM; 360,000 compounds, 0.86% hits;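 active = at least 50% inhibition at 5 µM, scaled per plate between neutral and stimulator controls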;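 also: PAF is a Pseudomonas aeruginosa culture filtrate used as stimulus; plate controls were PAF-stimulated DMSO wells for no effect and unstimulated DMSO wells for full effect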
KKLEB tox: cytotoxicity in KKLEB CF airway cells, primary screen, cytotoxicity control for CF NF-kB inhibitor project, cell-based, uHTS, fluorescence assay plates; activity change (cytotoxicity), % at 5 µM; 360,000 compounds, 0.36% hits; KKLEB CF airway cells viability, ATPlite luminescence, overnight; stronger effect = lower value; cells stimulated with P. aeruginosa culture filtrate;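 active = corrected activity change at or below -50% at 5 µM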
CaV13 FRET inh: Disruptors of the CACNA1D IQ motif to Ca2+-dependent inactivation inhibitor domain association, primary screening, Förster resonance energy transfer in intact living …; inhibition, % at 12.3 µM; 340,000 compounds, 0.098% hits; HEK cells, CFP/YFP FRET ICDI-IQ, plate reader, 10 min; percent FRET-ratio fall versus neutral wells;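 active = mean replicate inhibition of at least 30% and at least 1% of replicates passing that level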;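 also: 0% = median of the neutral control wells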
Peg3 promoter: Peg3 promoter-driven luciferase inhibitors, primary screen, cell-based, HeLa, luciferase luminescence. HeLa PEG-Prom luciferase reporter, overnight. inhibition, % at 20 µM. 360,000 compounds, 1.7% hits. AID 588405, 2011;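 active = inhibition of at least 50% at 20 µM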
NR2E3 ag-2: NR2E3 agonists in two-hybrid cells, primary screen, cell-based, luminescence, CHO-S, Gal4-NCOR/VP16-NR2E3. Photoreceptor-specific nuclear receptor (Homo sapiens), Q9Y5X4. luciferase. inhibition of corepressor binding, % at 3.98 µM. 360,000 compounds, 0.35% hits. AID 602229, 2012;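 active = inhibition above the mean of all tested compounds plus 3 SD, cut at about 70% in these data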;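 also: 0% = DMSO with NR2E3 transfected cells and 100% = cells lacking NR2E3 construct; higher means lower luciferase signal from less NR2E3 corepressor binding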
The depositor's hits bear a star; . = no result given. Outcome played no part in choosing rows (roughly 3.3% active in at least one column).

cpd	SMILES	Vif imaging	CaV13 FRET inh	KKLEB tox	Peg3 promoter	Shn3 inh set2	NR2E3 ag-2	PDI turbidity	CF NFkB block	MITF TRPM1 inh	HIF-2a block	NR2E3 ag-1
1	O=C(Cc1csc(NC(=O)c2ccc(F)cc2)n1)NO	-12	-6	-25	-4	-24	0	5	17	-2	-7	4
2	O=C(CSc1nnnn1-c1ccccc1)NCc1cccs1	8	-8	0	-14	-18	15	5	-8	-7	-27	1
3	O=C(CC(c1ccccc1)c1ccco1)Nc1nccs1 (stereo unspecified)	4	-8	7	-22	-15	-22	2	-8	11	-32	-2
4	FC(c1nc2ccccc2[nH]1)C(F)(F)F (stereo unspecified)	5	5	-2	13	-21	-17	-1	-5	8	17	0
5	CN(C)c1ccc(C2N(C(=O)N3CCOCC3)CCN2S(=O)(=O)c2ccccc2)cc1 (stereo unspecified)	3	-5	-5	-2	-4	17	4	8	2	13	-3
6	O=C(O)c1ccccc1Sc1c([N+](=O)[O-])cc(C(F)(F)F)cc1[N+](=O)[O-]	12	-5	3	-9	-5	-6	6	2	3	10	6
7	CCCc1ccc2oc(C(=O)N3CCNC(=O)C3CC(=O)OC)c(C)c2c1 (stereo unspecified)	-10	.	-12	-17	5	-20	-2	-11	-7	-16	0
8	CCNC(=O)C(=O)Nc1ccc2c(c1)N(S(=O)(=O)c1cccs1)CCC2	-3	-6	8	20	14	-29	1	-13	2	8	3
9	CC(OC(=O)C1CCCO1)C(=O)NC1CCCC1 (stereo unspecified)	-6	-4	-2	6	14	-5	1	9	3	5	0
10	C=CCSc1ccccc1C(=O)Nc1ncn[nH]1	-2	-22	8	15	-16	2	-5	9	16	19	1
11	COc1ccc(Br)c(/C=N/NC(=O)COc2ccc(-c3ccccc3)cc2)c1	-7	.	-1	4	-17	-2	5	-3	2	9	0
12	COCCn1c(N)c(NCc2ccccc2)c(=O)[nH]c1=O	9	-21	4	0	5	-14	-1	-10	-2	18	0
13	O=C(NC1CCCc2ccccc21)C1CCN(S(=O)(=O)c2ccccc2F)CC1 (stereo unspecified)	-17	-14	-7	23	16	16	-6	-23	-3	2	-1
14	CCCCc1ccc(N=N/C(C(=O)Nc2ccccc2OC)=C(/C)O)cc1	1	-7	-1	-4	18	9	-12	-6	-10	4	2
15	COc1ccc(-c2ccc(CN3C(C)C(=O)N(Cc4cn(CC5CCCCC5)nn4)CCS3(=O)=O)cc2)cc1 (stereo unspecified)	-3	-7	-14	-11	55	-24	-4	24	.	-22	.
16	COc1cc2ccnc(C=NO)c2cc1OC	-4	-6	-17	29	20	-3	2	17	.	26	.
17	O=C(CC1OC(=O)c2ccccc21)Nc1cc(Cl)ccc1N1CCCC1 (stereo unspecified)	2	-6	-9	-3	12	-22	0	3	13	18	-4
18	NC(=O)CC(NC(=O)c1ccc(Br)cc1)c1ccc(N2CCC(Cc3ccccc3)CC2)c([N+](=O)[O-])c1 (stereo unspecified)	-3	-5	-2	-5	62	23	15	-21	4	9	-1
19	COc1ccc(CCC(C)NC(=O)Cc2ccc(OC)c(OC)c2)c(OC)c1 (stereo unspecified)	-6	-5	-9	-4	31	6	-4	8	5	26	2
20	COc1cccc(CNC(=O)COc2ccc(C(=O)c3ccccc3)cc2)c1	-2	-4	5	21	-8	-10	-1	-11	-5	-3	5
21	O=C(O)C1CCN(c2ccccc2[N+](=O)[O-])CC1	18	6	7	4	-5	-1	-2	-4	8	12	-1
22	NN1C(=O)c2cccc3c(C(=O)O)ccc(c23)C1=O	-3	-3	-6	-2	-11	4	-3	-7	1	10	-19
23	Cc1ccc2c(C)c(C(=O)Nc3c(C)n(C)n(-c4ccccc4)c3=O)oc2c1	.	.	2	19	9	14	-6	2	18	4	-1
24	CC(OC(=O)CCN=C1NS(=O)(=O)c2ccccc21)C(=O)Nc1ccc(S(N)(=O)=O)cc1 (stereo unspecified)	-3	-3	9	6	-13	13	10	6	-5	6	-4
25	CCn1cc(C(=O)O)c(=O)c2cc(F)c(N3CCN(C(=S)NC(=O)c4ccc(Br)cc4)CC3)cc21	-2	-5	0	22	16	-26	-2	-15	-14	7	2
26	CC(=O)N1CCc2cc(S(=O)(=O)NC(Cc3ccccc3)C(=O)Nc3cc(C)ccn3)ccc21 (stereo unspecified)	6	-6	-9	-10	14	-6	11	3	6	12	5
27	CCO/N=C/C1=C(O)C(C(=O)OC)C(C)(C)CC1=O (stereo unspecified)	-4	4	-5	-2	-7	15	-3	21	4	3	-5
28	Cc1ccc(CN2CCS(=O)(=O)CC2)o1	4	-6	3	9	3	-22	-2	5	9	21	-2
29	COc1ccc(CCNC(=O)C(=O)NCC2CCNCC2)cc1OC	-12	-4	-2	20	-4	-9	-10	3	2	17	4
30	Cc1cc(F)ccc1C(O)c1ncc(-c2cccc(OCc3ccccc3)c2)[nH]1 (stereo unspecified)	.	-10	-1	23	7	-8	-24	17	.	-5	.
31	O=S(=O)(c1ccc(Br)cc1)N1CCN(Cc2ccco2)CC1	-5	-2	14	16	6	-3	-6	-18	10	9	3
32	CC(Oc1ccc2c(-c3ccccc3)cc(=O)oc2c1)C(=O)N1CCOCC1 (stereo unspecified)	3	-5	-8	6	-1	-29	5	9	-2	7	.
33	Cc1cccc(CN2CCN(Cc3nc4c(s3)CCCC4)CC2CCO)n1 (stereo unspecified)	1	-18	9	0	12	-5	-1	2	14	3	-1
34	CCC(=O)N1c2ccccc2-c2nnc(SC)nc2OC1c1ccc(OC)c(OC)c1 (stereo unspecified)	-5	-2	-14	-4	8	-23	.	27	3	10	3
35	Nc1nc(NCCO)nc(NC2CCCCC2)c1[N+](=O)[O-]	16	-5	-6	35	18	-20	-1	19	-13	4	0
36	O=C(O)Cc1sc(NCCc2ccccc2)nc1-c1ccc(F)cc1	18	-3	17	2	-6	-22	8	-13	-11	-48	-5
37	Oc1ccc(N=Nc2n[nH]c(-c3ccc(Cl)cc3)n2)cc1	4	-7	21	78*	-9	22	6	-21	-1	-135	-1
38	O=S(=O)(NCC(c1ccco1)N1CCCCC1)c1ccccc1C(F)(F)F (stereo unspecified)	8	-3	-8	6	22	-20	-4	10	-1	9	6
39	Cc1ccc(-n2nc3ccc(NC(=O)C(C)C)cc3n2)cc1	-1	-17	16	-339	-110	-204	-6	9	.	-217	4
40	CCOC(=O)c1cn2nc(Oc3ccc(C)cc3)ccc2n1	-3	-5	-4	-85	-16	-29	-2	-1	-36	-93	0
41	O=C(O)c1ccc(/C=N/Nc2nnnn2-c2ccccc2)cc1	8	-1	3	12	-2	-12	1	3	-3	11	-1
42	O=C(Cn1cc(C(F)(F)F)cc(Cl)c1=O)NCC1COc2ccccc2O1 (stereo unspecified)	-3	-1	4	2	-6	6	7	-3	-7	2	3
43	CCOC(=O)N1CCN(C(=O)c2ccc(N(C)S(C)(=O)=O)cc2)CC1	14	-5	1	9	-4	-32	-3	-1	12	12	4
44	C=COC(=O)CSc1nc(-c2cccs2)ccc1C#N	6	-8	-7	-184	-52	-91	-5	-9	-41	-311	2
45	c1ccc2sc(Cc3nnc4n3CCCCC4)nc2c1	4	-6	11	-24	4	12	0	-6	-5	-37	2
46	COc1ccccc1NC(=O)C1C2C=CC(C2)C1C(=O)NCc1cccnc1 (stereo unspecified)	7	-21	-6	19	3	-5	3	11	3	19	-1
47	Cc1cnc(NC(=O)C2CCC(C(C)(C)C)CC2)s1 (stereo unspecified)	-5	-4	1	-98	-29	-32	11	21	-46	-135	0
48	CCOC(=O)c1ccc(N2C=C(C(=O)OC)C(c3ccc(OC)c(O)c3)C(C(=O)OC)=C2)cc1	-9	-2	2	7	13	0	5	-2	0	13	1
49	CCc1nnc2n1N=C(c1ccc(-c3cc(Cl)ccc3Cl)o1)CS2	-4	1	-26	63*	1	-24	-9	-13	-24	-6	0
50	Cc1[nH]c(-c2ccc(F)cc2)cc1C(=O)N1CCN(c2ccccc2F)CC1	-5	-20	-5	25	-14	-12	-2	-10	-3	20	.
51	COC(=O)c1cc(NC(=S)Nc2cc(Cl)cc(Cl)c2)cc(C(=O)OC)c1	0	-2	-3	15	-1	-22	-28	14	-10	-2	1
52	CCCS(=O)(=O)NC(=O)C1(C)CCCN(C(=O)c2ccc(F)cc2Cl)C1 (stereo unspecified)	.	.	1	-4	7	-39	-6	-3	.	14	.
53	CC(C)(CO)NS(=O)(=O)c1ccc2c(c1)C(=O)c1cc(S(=O)(=O)NC(C)(C)CO)ccc1-2	0	-6	4	18	-19	0	-2	-9	-2	16	1
54	O=C(CCN1CCCCCC1)Nc1ccc2c(c1)OCCO2	21	5	-8	-9	-6	-11	-2	18	-12	4	6
55	CCOC(=O)C(=O)N(C)c1c(CC)nc2c(OCc3cc(Cl)cc(Cl)c3)cccn12	-1	-11	-8	28	-4	7	-8	12	.	7	.
56	Cc1ccc(NC(=O)Cn2c(=O)cnc3ccccc32)cc1S(=O)(=O)N1CCOCC1	0	-16	5	9	-3	-2	5	-11	6	-10	3
57	COc1ccc(CC(=O)O/N=C(\N)c2ccc(OC)cc2)cc1	6	-4	-6	-69	-20	-49	10	10	-19	-244	-3
58	COc1cc(CC(=O)Nc2sc3c(c2C(N)=O)CCCC3)cc(OC)c1OC	2	-4	2	4	71	13	-2	-5	18	13	2
59	C=CCn1c(SCC(=O)NC(=O)c2cccc([N+](=O)[O-])c2)nnc1-c1ccccc1F	-19	-4	14	4	-14	-10	19	5	3	15	-3
60	CN(Cc1cccs1)CC(O)COCc1ccco1 (stereo unspecified)	20	-5	-5	16	-12	-2	4	4	1	21	-1
61	O=C(NCCCN1CCCC1=O)C(=O)Nc1cccc(F)c1	-3	-4	-6	-206	-70	-67	1	29	-52	-158	-3

Compound activity from PubChem BioAssay.
